BB579 growth dn: growth inhibitors of yeast BB579 in restrictive medium, primary screen, yeast lifespan-shortening project, S. cerevisiae | OD615, 48 h | inhibition, % at 10 µM | 140,000 tested, 0.51% active | AID 804, 2007;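 active means inhibition above a set limit, 3 SD over the mean compound inhibition, cut at about 44% in these data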; further: inactives centre near -24
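Test system: DeaD yeast strain BB579 / Buffer or medium: restrictive glucose-based CSMM-D medium / Doses: single 10 µM dose / Schedule: 4 h cell preincubation, 48 h compound exposure, 30 °C humidified / Technique: culture absorbance at 615 nm / Controls: amphotericin B positive control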
GALR2 blocker: GALR2 antagonists in receptor-expressing cells, primary screen; 140,000 tested, 0.39% active; antagonist mode; inhibition, % at 4 µM; AID 828, 2007; Galanin receptor type 2 (Homo sapiens), O43603; in the data active means inhibition above about 27%;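 further: cells stimulated with galanin 1-16 at roughly its EC80; 0% = agonist challenge control and 100% = basal control without agonist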
Target sequence (O43603 whole entry, looked up): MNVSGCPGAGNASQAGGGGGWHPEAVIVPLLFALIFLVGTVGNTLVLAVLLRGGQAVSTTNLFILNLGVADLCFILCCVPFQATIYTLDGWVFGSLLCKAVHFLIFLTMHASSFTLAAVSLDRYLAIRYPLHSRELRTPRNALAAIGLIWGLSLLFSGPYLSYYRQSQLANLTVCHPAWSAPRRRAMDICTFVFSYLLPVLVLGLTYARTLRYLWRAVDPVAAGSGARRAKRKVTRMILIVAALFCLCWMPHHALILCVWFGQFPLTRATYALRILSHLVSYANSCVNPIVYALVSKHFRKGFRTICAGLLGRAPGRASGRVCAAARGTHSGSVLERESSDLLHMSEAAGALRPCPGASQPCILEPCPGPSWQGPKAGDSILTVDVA
NPY-Y2 antag: NPY-Y2 receptor antagonists, primary screen, cell-based; Neuropeptide Y receptor type 2 (Homo sapiens), P49146; NPY-Y2 expressing cells, antagonist mode; inhibition, % at 2.7 µM; 140,000 tested, 0.99% active; in the data active means inhibition above about 17%;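 further: 0% = vehicle with agonist challenge and 100% = reference antagonist with challenge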
Target sequence (P49146 whole entry, looked up): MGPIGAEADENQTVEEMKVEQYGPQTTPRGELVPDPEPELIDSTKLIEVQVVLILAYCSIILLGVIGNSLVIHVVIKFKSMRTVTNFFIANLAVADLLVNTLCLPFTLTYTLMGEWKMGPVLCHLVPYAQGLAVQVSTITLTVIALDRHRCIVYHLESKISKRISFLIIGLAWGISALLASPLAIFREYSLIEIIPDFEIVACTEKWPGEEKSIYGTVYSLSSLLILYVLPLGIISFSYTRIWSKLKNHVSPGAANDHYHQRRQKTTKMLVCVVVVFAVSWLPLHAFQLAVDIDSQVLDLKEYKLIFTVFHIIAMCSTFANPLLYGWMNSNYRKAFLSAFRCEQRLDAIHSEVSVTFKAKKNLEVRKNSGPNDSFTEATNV
E-sel TNF inh: E-selectin induction blockers in HUVEC – imaging, immunofluorescence, high content, primary screen; HUVEC TNFa-induced E-selectin immunofluorescence; inhibition, % at 2 µM; 120,000 tested, 0.71% active; AID 1246, 2008;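 active means inhibition above the batch mean plus 3 SD, and confirmed as a hit on visual image review, cut at about 43% in these data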;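 further: 0% = TNF-stimulated DMSO wells and 100% = unstimulated control wells; not every result past the cut was called active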
bCat KO growth: primary screen for growth suppressors in beta-catenin knockout HCT116 cells (colon tumor, human). HCT116 beta-catenin knockout viability, CellTiter-Glo, 60 h; hits give low values. viability, % at 10 µM. 140,000 tested, 1.5% active. AID 818, 2007;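 active means viability at or under a set limit, the compound median less 4 SD, cut at about 6% in these data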;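 further: 0% = Hyamine 1622 control at 20 µM and 100% = untreated cell control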
Measles CPE: compounds protecting cells from measles virus cytopathic effect, primary screen, measles RdRp inhibitor project, single point, MLSMR library, absorbance; Measles virus-infected cells, CPE protection; protection (pct of control), % at 4 µM; 140,000 tested, 1.5% active; in the data active means protection mostly above about 24%, no sharp cut-off; inactive means mostly below about 26%; further: some compounds called inactive have numbers as strong as hits
MRP-1 activ: H69AR viability gain despite doxorubicin, primary screen, MRP-1 activator project, H69AR cells, CellTiter-Glo; viability rescue; viability increase, % at 10 µM; 140,000 tested, 0.61% active; AID 799, 2007;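 active means viability gain under doxorubicin at or above a set limit, the compound median plus 3 SD, cut at about 4.7% in these data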;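 further: MRP-1 overexpressing cells given doxorubicin 25 µM after compound pretreatment; 18-22 h compound pretreatment then 72 h with doxorubicin before readout; 0% = doxorubicin-only wells and 100% = vehicle-treated cells without doxorubicin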
Phagocyt inh: inhibitors of macrophage phagocytosis, primary screen, imaging, J774A.1 cells, IgG beads | J774A.1 macrophage IgG-bead phagocytosis | inhibition, % at 5 µM | 110,000 tested, 0.07% active;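 active means inhibition above the mean of the plate negative controls plus 5 SD, cut at about 13% in these data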;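 further: phagocytic index as fraction of beads internalized from green versus red external bead signal; plate controls were DMSO negative control for no effect and cytochalasin-D positive control for full effect; some results beyond the cut were filed as inactive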
PTEN del growth: growth suppression of PTEN-null HCT116, primary screen, cell-based, CellTiter-Glo; HCT116 PTEN-null viability, 60 h; hits give low values; viability, % at 10 µM; 140,000 tested, 1.2% active;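 active means viability at or below a set limit, 4 SD under the median of all tested compounds, cut at about 3.7% in these data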;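 further: PTEN knockout HCT116 line with beta catenin targeted HCT116 as companion control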
Yeast life ext: compounds extending yeast replicative lifespan, primary screen, S. cerevisiae, OD615. inhibition of the nicotinamide effect, % at 10 µM. AID 775, 2007. 130,000 tested, 0.68% active. S. cerevisiae growth with nicotinamide; deaD strain in restrictive glucose medium;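 active means inhibition above a set limit, placed 3 SD over the median of all compounds, cut at about 26% in these data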;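 further: 0% = nicotinamide-treated wells and 100% = cells grown without nicotinamide; some compounds called inactive have numbers as strong as hits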
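assay system = DeaD-strain S. cerevisiae | measured by = absorbance at 615 nm | probe or stimulus = nicotinamide 1.5 mM | buffer or medium = CSMM-D glucose medium, restrictive | times = 48 h at 30 °C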
* hit, by the source's call; · = not tested or not shown.

SMILES	BB579 growth dn	GALR2 blocker	NPY-Y2 antag	E-sel TNF inh	bCat KO growth	Measles CPE	MRP-1 activ	Phagocyt inh	PTEN del growth	Yeast life ext
Cc1ccc(Cl)cc1NC(=O)C(NS(=O)(=O)c1cccs1)c1ccccc1 (stereo unspecified)	-32	6	2	·	87	7	-3.3	·	82	1
O=C(Nc1cc(Oc2ccc(Cl)cc2)cc([N+](=O)[O-])c1)c1ccco1	-2	3	2	·	68	23	-0.6	0	58	-6
CS(=O)(=O)N(CCc1ccccc1)CC(=O)NCc1ccc2c(c1)OCO2	-21	4	1	-13	87	47	-0.2	0	109	0
O=C(CSc1nnc(-c2cccs2)n1-c1ccccc1)N1CCOCC1	-22	0	2	-9	88	38*	-3.5	-1	85	-14
CCOC(=O)c1cc2c(C(F)(F)F)cc(-c3ccccc3)nc2o1	-35	6	0	·	97	4	-0.7	·	109	-16
CC(C)Cn1c(-c2ccc(C#N)cc2)nc2c1c(=O)[nH]c(=O)n2CC(C)C	-5	-13	1	5	84	16	-4.7	·	95	-2
OC1(c2cccc(F)c2)CCN(Cc2ccncc2)CC1	-27	1	3	25	91	30	-0.8	0	94	1
C=CCNC(=S)Nc1ccc(F)cc1F	-25	1	2	·	88	18	-0.1	-6	92	-2
COc1ccccc1N1CCN(C(=O)C(=O)N/N=C/c2ccccc2F)CC1	-32	-1	4	-5	104	3	2.0	-4	108	-4
COc1ccc(NC(=O)c2cc(F)cc(F)c2)cc1Cl	17	16	0	-12	92	6	2.7	-1	99	-9
Cc1sc2ncn(-n3c(C)ccc3C)c(=O)c2c1C	-57	-5	1	-2	98	5	-1.0	0	91	11
C=CCN(CC=C)S(=O)(=O)c1ccc(C(=O)Nc2nc3c(s2)CCc2ccccc2-3)cc1	-68	-18	2	8	61	20	-4.9	-5	55	7
COC(=O)CN(c1ccc2c(c1)OCO2)S(C)(=O)=O	-23	-5	2	25	93	10	-2.1	0	93	-3
CCCCNC(=O)c1cn(-c2ccc(OCC)cc2)c(=O)c2cc(OC)c(OC)cc12	-51	-12	4	-19	87	8	-0.7	1	82	-9
O=C1NC(=O)C2(CCc3ccccc32)N1 (stereo unspecified)	-14	-10	1	·	89	14	-0.4	·	95	-1
CCc1nnc(SCCSc2nnc(CC)n2N)n1N	-22	2	-2	-2	90	3	-2.3	·	101	-4
Cc1ccc(S(=O)(=O)/C(C#N)=C/c2c[nH]c3ccccc23)cc1	-27	3	2	11	90	10	-1.0	0	94	-9
Cc1nc(C)c(-c2nnc(-c3ccc(C(C)(C)C)cc3)o2)cc1C(=O)NN	-27	-6	0	·	89	18	-1.0	-7	85	-1
O=C(Nn1c(-c2ccc(Cl)cc2)nc2ccccc2c1=O)c1cccnc1Cl	-9	13	2	10	103	4	-2.4	-11	102	3
Cc1ccc(N(CC(=O)N/N=C/c2cc(C)n(-c3ccccc3C)c2C)S(C)(=O)=O)cc1	-18	2	2	·	75	14	-0.1	0	83	-3
O=C(O)CN1C(=O)NC2NC(=O)NC21 (stereo unspecified)	-9	7	-1	-11	104	22	0.5	-1	102	-10
Cc1cccc(NC(=S)NCc2ccc3c(c2)OCO3)c1	-20	4	5	·	92	27	-4.1	-12	96	-3
COc1ccc2nc(SCC(=O)Nc3ccc4c(c3)CCC4)[nH]c2c1	-19	-10	-1	·	87	24	-1.1	-5	100	-5
O=C(CCC1CCCC1)NCCCN1CCOCC1	-72	-6	3	-5	91	3	-1.0	-1	101	-14
CN(C)c1ccc(/C=C2\SC(=S)N(Nc3ncc(C(F)(F)F)cc3Cl)C2=O)cc1	-75	10	5	·	82	2	0.0	·	80	-1
CN(C(=O)COC(=O)C1CCN(S(=O)(=O)c2cccs2)CC1)C1CCS(=O)(=O)C1 (stereo unspecified)	-50	-4	1	27	99	3	-0.2	0	106	-6
Cc1noc(C)c1Cc1c(Cl)cccc1Cl	-31	11	2	-37	105	15	-0.5	-2	98	-27
Cc1nc(/N=C(\N)NC(=O)c2ccccc2)nc2ccccc12	-54	8	3	-19	58	16	-2.1	0	70	-19
Cc1nn(-c2cc(N3CCNCC3)ccc2[N+](=O)[O-])c(=O)c2ccccc12	-8	14	0	0	85	15	-4.7	·	102	-11
CCOc1cccc(-c2nnc(SCC(=O)Nc3cc(C)ccc3OC)n2N)c1	-74	15	2	·	97	9	-1.6	2	103	14
COc1ccc(C(=O)c2ccc(Cl)cc2Cl)cc1	-21	6	1	15	79	6	-2.9	-2	87	-29
COc1ccc(/C=C2/SC(=O)N(NS(=O)(=O)c3ccccc3)C2=S)cc1OC	12	16	16	13	102	5	-1.6	-1	90	32*
CCOC(=O)c1cnc(SC2CC(=O)N(c3ccccc3)C2=O)nc1N (stereo unspecified)	-52	-6	2	10	90	1	-1.1	2	98	3
CCCNc1nc2c(c(=O)n(C)c(=O)n2C)n1CCc1ccccc1	15	2	2	23	65	2	-0.1	4	56	-5
O=C(CCNS(=O)(=O)c1cccc2nsnc12)NCCC1=CCCCC1	-53	-8	2	-15	93	12	-1.0	-3	105	-3
CC(=O)Nc1ccc2nc(C)n(Cc3ccc(Cl)cc3)c(=O)c2c1	-26	-13	-1	9	93	20	0.0	·	82	·
O=C(NCc1ccco1)c1ccc2c(c1)C(=O)N(Cc1ccccc1)C2=O	-39	-11	2	-11	93	16	-0.8	0	113	-10
COc1ccc(C2CC(c3ccc(F)cc3)Nc3nc(N)nn32)cc1 (stereo unspecified)	-28	3	1	-15	95	2	-0.6	0	97	-8
CCc1nnc(NC(=O)CN2CCN(c3nc(-c4ccccc4)cs3)CC2)s1	-51	-9	-2	·	73	16	-0.8	0	65	-13
Cc1ccc(/C=N/NC(=O)CSc2nc3ccccc3n2Cc2ccccc2)o1	-7	5	4	-3	102	9	0.4	-10	103	-6
Cc1nc(C(F)(F)F)c(C(=O)NC(=O)Nc2ccccc2)s1	-1	3	2	-62	96	22	-1.2	0	93	-8
CCc1ccc(C(=O)N/N=C/c2cccc3ccccc23)nc1	-4	0	7	·	91	17	-0.7	-4	85	-4
O=C1C2CC=CCC2C(=O)N1c1ccc(OCC(O)Cn2nnc3ccccc32)cc1 (stereo unspecified)	-23	2	-2	-16	90	7	-0.8	0	100	-4
CCN(c1ccccc1)S(=O)(=O)c1ccc(OC)c(OC)c1	-21	-15	-1	·	100	8	-2.7	0	106	0
O=C(O)CCSc1nc2ccc(Br)cc2[nH]1	-10	-4	2	-27	99	4	-1.9	0	96	2
COc1ccc2[nH]c(=O)c(CN(CCN(C)C)C(=O)NCc3ccccc3)cc2c1	9	-3	7	·	98	24	-1.0	-1	98	3
CC(C)CCn1c(NCCN(C)C)nc2c1c(=O)[nH]c(=O)n2C	-33	-3	-2	39	95	3	-2.7	-1	95	0
COc1ccccc1CNC(=O)c1cc2sccc2n1C	-21	10	4	-31	93	13	-1.0	0	90	-5

3 entries drawn at random from those above, as already listed:
SMILES	BB579 growth dn	GALR2 blocker	NPY-Y2 antag	E-sel TNF inh	bCat KO growth	Measles CPE	MRP-1 activ	Phagocyt inh	PTEN del growth	Yeast life ext
COc1ccc(C2CC(c3ccc(F)cc3)Nc3nc(N)nn32)cc1 (stereo unspecified)	-28	3	1	-15	95	2	-0.6	0	97	-8
O=C1C2CC=CCC2C(=O)N1c1ccc(OCC(O)Cn2nnc3ccccc32)cc1 (stereo unspecified)	-23	2	-2	-16	90	7	-0.8	0	100	-4
COc1ccccc1CNC(=O)c1cc2sccc2n1C	-21	10	4	-31	93	13	-1.0	0	90	-5

Other records
SMILES	BB579 growth dn	GALR2 blocker	NPY-Y2 antag	E-sel TNF inh	bCat KO growth	Measles CPE	MRP-1 activ	Phagocyt inh	PTEN del growth	Yeast life ext
COC(=O)COc1ccc(S(=O)(=O)N2CCOCC2)cc1C	-10	-18	1	11	103	4	0.1	·	101	-3
Cc1c(-c2ccccc2)oc2c(C(=O)OCC(=O)Nc3cccc(F)c3)cccc2c1=O	-43	-3	7	·	89	11	-0.6	3	85	-4
Cc1ccc(S(=O)(=O)Cn2nnnc2C(CC(C)C)N2CCN(c3ccc(F)cc3)CC2)cc1 (stereo unspecified)	-22	3	4	-7	74	6	-0.8	1	69	-11
Cc1ccc2nc(CSc3nnc(Cc4cccs4)n3C3CCCCC3)cc(=O)n2c1	-24	-1	3	·	98	10	-0.9	0	104	-2
Nc1nc(NCc2ccco2)nc(N2CCCCCC2)c1[N+](=O)[O-]	-36	4	7	·	56	0	0.0	10	51	7
O=C(c1ccc(Cl)c(F)c1F)N1CCCC1	-43	-4	2	-14	90	4	0.3	·	100	-14
CC1=C(C(=O)OCc2ccccc2)C(c2ccc(Cl)cc2)NC(=O)N1CCCCCC(=O)O (stereo unspecified)	-23	-1	3	·	96	3	-1.8	·	100	21
CC(C(=O)Nc1ncc2c(n1)CC(C)(C)CC2=O)N1C(=O)c2ccccc2C1=O (stereo unspecified)	14	-7	3	1	104	6	0.0	0	96	-4
CC(=O)c1cccc(NC(=O)c2nccnc2C(=O)O)c1	3	-7	1	·	99	13	-0.4	-5	98	-1
CCn1c2ccccc2c2cc(NS(=O)(=O)c3ccccc3C)ccc21	-30	8	4	3	35	19	-4.8	·	28	-11
N=c1c2c3c(sc2nc2n1CCCCC2)CCCC3	-31	1	8	8	79	14	-3.3	·	70	·
CN1CCC(=NNC(=O)C(=O)NC2CCCCC2)CC1	-42	-5	4	-33	106	1	1.4	-1	97	-3
CCCNC(=S)N1CCN(C(c2ccccc2)c2ccccc2)CC1	7	9	-3	·	77	2	-2.7	-1	73	5
CCCc1cc(-c2n[nH]c(=S)n2Cc2ccccc2)cs1	0	-21	2	0	103	18	-1.3	0	104	14
CCN(CC)Cc1c(O)c(Cl)cc2c(C)c(C)c(=O)oc12	-66	-7	2	3	98	7	-0.9	0	107	88*
Cc1nc(SCC(=O)c2cc3ccccc3oc2=O)c(C#N)c(C)c1C(=O)Nc1ccccc1	-50	4	-2	·	13	4	-6.5	·	26	-18
Cc1cc2cc(CCNC(=O)C3c4ccccc4Oc4ccccc43)c(=O)[nH]c2cc1C	-11	10	1	-10	37	9	-4.8	·	32	2
C=CCn1c(SCC(N)=O)nnc1-c1cc2c(s1)CCC(CC)C2 (stereo unspecified)	-20	-10	3	·	91	1	1.0	-16	84	2
COc1cc2c(cc1NC(=S)Nc1ccccc1C)oc1ccccc12	1	-6	-2	·	93	4	-4.5	0	82	-21
CCCC(C(=O)NCc1ccccc1)N(C(=O)Cn1nnc(-c2cccs2)n1)c1ccc2c(c1)OCCO2 (stereo unspecified)	4	14	2	39	78	4	-1.5	·	88	·
O=C1CCCc2c1[nH]c1ccc(CN3CCCCC3)cc21	-25	2	2	10	56	13	-4.9	0	56	-24

Screening results as filed in PubChem.
